# HIF activator: HIF pathway transcriptional activation; U2OS HRE-luciferase reporter, luminescence; normalized: DMSO 0%, desferrioxamine 100%; 300,000 tested, 0.32% active; activation, % at 7.5 µM (by protocol); AID 1910;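 active = mean activation of at least 10% of the iron chelator positive control signal, with at least half of replicates also reaching 10%; inconclusive = mean and replicate majority disagree about reaching 10%; inactive = mean and most replicates under 10%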
# HSF1 activator: increases HSF-1 driven luciferase reporter signal; activation, % at 9 µM; 300,000 tested, 1.7% active; NIH3T3-HGL HSF-1 luciferase reporter, MG132, 8 h; 100% = twice DMSO control signal;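 active = mean replicate activation of at least 50% with a set share of replicates each reaching 50%; inconclusive = only one of those two conditions met; inactive = mean below 50% and too few replicates reaching it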;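 note: 0% = median of the neutral control wells and 100% = twice that signal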
# AI-2 QS mod: Vibrio harveyi AI-2 quorum sensing modulation. Vibrio harveyi JMH597 AI-2 luminescence/OD600 ratio, 9 h; hits give low values; strain lacks LuxN and CqsS sensors; 0 = neutral-control median. activity change, % at 7.5 µM. 300,000 tested, 0.4% active. AID 2094; in the data active = activity change below about -75%, passing the limit was not always enough; inconclusive = no clear call, values can overlap the other calls;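 note: luminescence divided by OD600 gain over 9 h not by final OD600 alone; inactives centre near 13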
# aSyn UTR inh: 5' untranslated region of α-synuclein, MLPCN primary screen | alpha-synuclein 5'UTR reporter, inhibitor activity | inhibition, % (tested at 7.5 µM) | 300,000 tested, 0.82% active | AID 1813; in the data active = inhibition above about 60%; inconclusive = no clear call, values can overlap the other calls;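 note: H4 neuroglioblastoma cells stably carrying SNCA 5'UTR luciferase fusion; 0% = DMSO wells and 100% = positive control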
# HSP90 inh: HSP90 refolding inhibition in rabbit reticulocyte lysate | luciferase refolding luminescence, 3 h | 290,000 tested, 0.91% active | inhibition, % at 5.6 µM;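 active = inhibition above the screen-wide mean plus 3 SD, computed separately per campaign, cut at about 16% in these data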;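 note: 0% = DMSO wells and 100% = 60 µM geldanamycin wells; inhibitors lower the luminescence because luciferase stays unfolded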
# Platelet DG rel: platelet dense granule release activity; human platelet-rich plasma, SFLLRN dense granule ATP release, luminescence; inhibition, %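 (compounds screened at 7.5 µM in platelet-rich plasma)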; 300,000 tested, 0.22% active; AID 1663;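 active = mean replicate score, as percent of positive control, at or above 50; inconclusive = mean below 50 but at least one replicate at or above 50; inactive = mean and every replicate below 50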
# SKKanGAS inh: SKKanGAS growth inhibition | S. pyogenes SKKanGAS, kanamycin growth, BacTiter-Glo, 6 h | 300,000 tested, 1.3% active | inhibition, % at 7.5 µM | AID 1662;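 active = mean replicate score, as percent of positive control median, at least 50; inconclusive = mean below 50 but one replicate at or above 50; inactive = mean and every replicate below 50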;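 note: strain carries kanamycin resistance gene driven by streptokinase promoter and grows in 40 µg/ml kanamycin; loss of luminescence reflects streptokinase promoter inhibition or plain growth inhibition; 0% = median of DMSO wells and 100% = positive control at its reference dose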
# HSF1 inh: HSF1 inhibition | NIH3T3-HGL HSE-luciferase, MG132-induced, luminescence 8 h; hits give low values | activity change, negative = inhibition, % at 7.5 µM (by protocol) | 300,000 tested, 0.77% active | AID 2098;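 active = more than half of replicate wells show activity change below -50%, luminescence cut by over half; inconclusive = some wells, but at most half, below -50%; inactive = no replicate well below -50%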;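 note: luciferase reports HSF-1 transcriptional activity via heat shock element; 0% = median of DMSO wells and -100% = zero luminescence signal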
# KLF5 inhibitor: inhibitors of KLF5 expression; DLD-1 KLF5 promoter-luciferase reporter, luminescence; inhibition, % at 5 µM; 290,000 tested, 0.23% active;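 active = inhibition above a per-plate limit of that plate's mean compound inhibition plus 3 SD, cut at about 60% in these data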;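 note: 0% = DMSO wells and 100% = LY294002 at 200 µM; higher means less KLF5 promoter-driven luciferase light; inactives centre near -14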
# IEC-6 cytotox: IEC-6 cytotoxicity, counter-screen for KLF5 inhibitors | luminescence viability | inhibition, % at 5 µM | 290,000 tested, 0.78% active | AID 1825; in the data active = inhibition above about 22%;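 note: 0% = plate median of test compound wells and 100% = cytotoxic reference compound wells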
# An asterisk follows results filed as active; ? = inconclusive; . = not tested or not shown. Random draw from the library; about 6% have a hit in one of these screens.
SMILES,HIF activator,HSF1 activator,AI-2 QS mod,aSyn UTR inh,HSP90 inh,Platelet DG rel,SKKanGAS inh,HSF1 inh,KLF5 inhibitor,IEC-6 cytotox
COc1cc(CC(=O)N2CCc3ccccc32)cc(OC)c1OC,-0.8,23,32,-20,-1,2,0,-5,-11,-6
Cc1ccc(-n2c(O)c(C=Nc3ccccc3-c3n[nH]c(=S)[nH]c3=O)c3ccccc3c2=O)cc1C,-0.4,8,46,3,-2,4,?,15,19,-7
Cc1nn(C)c(NC(=O)c2ccccc2Cl)c1Br,-20,17,3,8,6,-7,5,-1,4,4
Cc1ccc(C2CCN(C(=S)Nc3cccc(Cl)c3)C2)cc1 (stereo not given),1.5,-14,5,2,0,2,15,-10,-20,-8
COc1ccc(N2CCN(C(=O)c3cc(=O)c4cc(C)cc(C)c4o3)CC2)cc1,-3.3,-9,14,15,0,2,9,-1,-42,-3
Cn1c(-c2ccccc2)c[n+]2c1CCCCC2,0.3,3,17,-36,0,-1,-11,1,5,7
CCn1cc(C(=O)NCc2ccc(C)cc2)c(=O)c2cc(S(=O)(=O)N(C)C)ccc21,-20,21,23,30,0,0,6,7,-8,8
O=P(O)(O)c1cc(-c2ccccc2)oc1-c1ccccc1,-0.6,-13,3,-10,1,1,0,-3,13,-5
COc1ccccc1NC(=O)c1sc2ncn(CC(=O)Nc3ccccc3)c(=O)c2c1C,-0.5,16,24,11,2,23,15,-4,1,0
COc1ccc(C2=NN(CC(=O)Nc3cc(C)ccc3C)C(=O)CC2)cc1,-1.3,9,-6,6,-1,8,-1,1,-9,2
Cc1cc(C(=O)NC(C)c2ccncc2)cs1 (stereo not given),-0.4,-8,5,-12,2,0,1,-2,-6,0
Nc1ccc(C(=O)N/N=C/c2cccc(Oc3ccccc3)c2)cc1,0.3,-14,4,-3,-2,-11,-7,-4,-50,7
CCOc1ccc(/C=N/NC(N)=S)cc1,0.5,-5,-95*,-63,3,-11,-18,-5,-3,-4
Cc1ccc(CCNC(=O)C(C)n2nc(C)c3c(C)n(-c4ccccc4)nc3c2=O)cc1 (stereo not given),0.6,-6,15,6,0,4,3,-1,-17,3
Cc1cc(C)cc(OCC(=O)OCC(=O)NCc2ccco2)c1,-1.9,2,30,3,-4,1,3,-7,-17,0
CC(C)C(NS(=O)(=O)c1cccc2nsnc12)C(=O)NCc1ccc2c(c1)OCO2 (stereo not given),-0.4,9,11,9,0,17,-5,4,-36,-2
Cc1cccnc1NC(=O)Cn1nc([N+](=O)[O-])cc1C,-0.1,-9,14,6,2,5,5,-5,-6,-4
O=C(NCc1ccccc1Cl)C1CCC(=O)N(C2CCCC2)C1 (stereo not given),0.6,-4,.,3,-1,17,-2,-2,-16,-2
COCCN(CC(=O)NCC1CCCO1)C(=O)CCC(=O)Nc1cc(C)ccn1 (stereo not given),1.3,-3,20,7,0,2,2,-1,-38,-3
CSCCC(NS(=O)(=O)c1ccc(Cl)cc1)C(=O)OCC(=O)NC1CCCCC1 (stereo not given),-0.4,17,47,4,7,-6,5,1,4,5
COc1ccc(C(NC(=O)C(C)C)c2c(O)ccc3ccccc23)cc1OC (stereo not given),-0.8,13,12,9,1,8,-3,-1,15,0
Cc1cc(C)cc(NC(=O)OCCN2CCN(Cc3ccccc3)CCC2=O)c1,-1.5,-48,27,10,4,6,3,-34,-12,0
Cc1ccc(C(=O)O)cc1-c1ccc(/C=C2\SC(=O)N(CC(=O)Nc3ccccc3)C2=O)o1,-0.5,0,20,15,6,-5,?,2,-24,-6
O=C(c1cccs1)N1CCN(c2ncccn2)CC1,-0.5,26,18,8,-1,-5,-6,1,-35,1
FC(F)Sc1ccc(NC(=S)NCC2CCCCC2)cc1,1.0,2,7,-67,-4,1,25,13,-42,-2
COc1ccc(C(C)=O)cc1CN(C)C,0.2,2,17,-19,8,0,1,-12,-5,1
O=C(N/N=C/c1ccco1)c1cc(-c2ccc(Br)s2)[nH]n1,0.3,5,4,14,3,-5,12,-3,-9,7
COc1ccc(CNC(=O)c2ccc3c(c2)N(C)C(=O)CS3=O)cc1 (stereo not given),0.1,1,-3,-12,-1,-5,-3,-6,-12,2
CCOC(=O)c1ccc2c(c1)[nH]c(=S)n2CC,1.7,16,20,-64,4,15,1,-6,-66,3
Cc1cccc(NS(=O)(=O)c2cccc(C(=O)Nc3cccc(C(=O)O)c3)c2)c1,-0.5,-6,.,3,-2,-3,7,14,-27,-1
COc1cc(CNC2CCCc3ccccc32)cc(OC)c1OC (stereo not given),-0.1,-8,23,17,3,9,1,-6,-6,0
CC1CCCN(CCCN2C(=O)C3C(C(=O)Nc4ccc(Cl)cc4)C4C=CC3(O4)C2C(=O)NC2CCCCC2)C1 (stereo not given),-0.9,18,.,-3,-3,-2,1,2,2,-1
CC(C)CNS(=O)(=O)c1cc2c3c(c1)CC(=O)N3CCC2,-3.3,-5,8,-6,1,-1,3,-2,-4,4
Cc1ccc(C(=O)Oc2ccc(C(=S)N3CCOCC3)cc2)cc1,-7.7,1,20,13,-4,16,-1,-3,6,-3
CCc1cc(C(=O)OC)c(NC(=O)C2CC(=O)NN2Cc2ccccc2)s1 (stereo not given),-0.4,4,19,1,0,12,3,5,23,-2
Cc1cccn2cc(-c3ccc(S(=O)(=O)N4CCOCC4)cc3)nc12,-0.1,23,10,10,3,-1,-2,-2,9,8
CC(=O)Nc1ccc(N2C(=O)CC(N3CCN(Cc4ccc5c(c4)OCO5)CC3)C2=O)cc1 (stereo not given),0.3,-17,16,18,-4,0,0,6,-17,0
O=C(O)c1cccc(-c2ccc(/C=N/NC(=O)c3cccnc3)o2)c1,0.7,-3,33,-27,5,-4,10,-9,-47,-7
CCC12OC(=N)C(C#N)(C1C)C(C#N)(C#N)C(c1ccccc1)O2 (stereo not given),-0.1,11,17,-1,-2,2,0,-3,10,-1
COc1cccc(-c2c(C(=O)N/N=C(\C)c3ccncc3)nnn2-c2nonc2N)c1,-0.5,1,18,12,-4,6,0,-1,-18,-4
CCSc1nnc(NC(=O)C2CCCN(S(=O)(=O)c3cnc[nH]3)C2)s1 (stereo not given),.,4,30,-5,-1,-4,-4,-7,-15,-9
CCCc1ccc(OCC(O)CN2CCCC2)cc1 (stereo not given),0.0,7,19,9,5,1,-4,1,-25,3
O=C(CCC(=O)c1cccs1)c1cccs1,0.5,55*,15,-69,1,1,-6,30,-141,0
CCc1ccc(OC(C)C(=O)Nc2ccc(S(=O)(=O)Nc3nccs3)cc2)cc1 (stereo not given),-0.1,-20,33,8,-1,-14,10,-3,3,5
CCOC(=O)c1cc2sccc2n1CC(=O)Nc1ccc(OC)c(OC)c1,0.0,7,31,6,2,0,2,4,36,3
CCCCOc1ccc(C(=O)Nc2ccc(N3CCN(C(C)=O)CC3)cc2)cc1,-1.1,0,10,18,5,5,3,9,-15,0
COc1ccc(NC(=S)NCc2cccs2)cc1,1.2,19,6,-42,3,-2,-5,9,5,-7
O=C1NC(=S)S/C1=C/c1ccc(OC(=O)c2ccco2)cc1,0.3,55*,15,-35,-4,-7,3,19,-57,-4
CCCCn1c(SCC(=O)Nc2cc(C)on2)nnc1-c1cccs1,0.1,9,27,0,5,-2,-11,-6,-3,-4
Cc1cccc2sc(N(CCCN(C)C)C(=O)CCc3ccccc3)nc12,-1.5,-10,20,62*,-3,0,6,-12,6,-6
COc1ccccc1NC(=O)NNC(=O)c1ccc2ccccc2c1O,0.0,13,-8,7,14,0,9,-3,-15,7
CC(C)n1c(NCc2ccc(N(C)C)cc2)nc2ccccc21,0.2,-6,11,3,-3,-11,-8,1,-29,-11
CCCCOC(=O)Nc1nnc(/C=C/c2ccc(OC)cc2)s1,0.3,-3,-4,-51,1,0,1,1,-1,2
COc1cccc(CNc2ccc(S(=O)(=O)Nc3nccs3)cc2)c1O,-0.2,0,-17,5,1,-14,1,6,-4,-2
O=C(CCS(=O)(=O)c1ccc(Cl)cc1)Nc1nc(-c2ccncc2)cs1,-1.3,12,25,-29,-5,-7,-10,4,-18,-4
COc1cc(/C=C(\NC(=O)c2ccccc2)C(=O)Nc2cccc(O)c2)c([N+](=O)[O-])cc1OC,0.3,4,18,8,1,-63,6,4,-28,2
CCN1CCN(C(=S)NC(C)c2ccccc2)CC1 (stereo not given),0.0,2,17,-30,-3,-2,6,-1,-13,-7
COc1ccc(-c2noc(N3CCC(C(=O)Nc4ccccc4OC)CC3)n2)cc1,-0.3,-15,4,-3,0,0,-3,-12,-68,1
CN(c1ccccc1C(=O)N1CCN(c2ccccc2)CC1)S(C)(=O)=O,-0.2,-14,14,16,-3,-1,6,-2,-25,-1
O=C(NCCC1=CCCCC1)c1cnc2n(c1=O)CCS2,3.1,32,13,-108,-5,0,2,9,-75,-1
# Next results
SMILES,HIF activator,HSF1 activator,AI-2 QS mod,aSyn UTR inh,HSP90 inh,Platelet DG rel,SKKanGAS inh,HSF1 inh,KLF5 inhibitor,IEC-6 cytotox
CC1(c2ccc(OC(F)F)cc2)NC(=O)N(CC(=O)Nc2ccc(F)cc2)C1=O (stereo not given),-0.3,-5,-94*,15,2,4,4,7,5,8
CC(C)n1c(-c2cccs2)nc2ccccc21,-0.2,5,11,3,0,41,0,-5,-7,0
COc1ccc(-n2ncc3c(NCCCN4CCOCC4)ncnc32)cc1,2.1,-59,6,-120,28*,-1,-1,-55*,-105,1
CCO[C@H]1OC(C(=O)Nc2ccccc2)=C[C@@H](c2cn(C(C)=O)c3ccccc23)[C@@H]1CCCO,-1.7,-9,15,32,12,12,0,2,8,4
Cc1ccc(S(=O)(=O)N2CCCCC2)cc1NC(=O)Cn1cnnn1,0.1,?,8,-8,1,-2,0,9,-15,1
Cc1cccc(NC(=O)Nc2ccc(C#N)cc2)n1,8.0,21,20,-12,-4,22,-2,5,-11,-5
COc1ccc(C(=O)Nc2cc(OCc3ccccc3)c(Cl)cc2Cl)cc1,0.1,15,18,-42,2,11,-4,6,-36,4
O=C(CCN1C(=O)/C(=C\c2ccccc2Cl)SC1=S)N1CCN(c2ccccc2)CC1,-0.5,-18,-3,13,-2,-20,10,3,-26,-1
COC(=O)c1cc2c(C)cc3ccc(C)cn3c-2c1C(=O)OC,-0.1,-9,17,19,1,-2,-6,0,-3,-2
Cc1ccc(C(=O)CCC(=O)OCC(=O)Nc2ccc3[nH]c(=O)[nH]c3c2)cc1,-13,7,9,2,.,-3,-8,-1,.,.
CCn1nc(C)c(/C=C2\CCCC3=C2OC(N)=C(C#N)C3c2c(C)nn(CC)c2C)c1C (stereo not given),0.2,-6,45,-8,4,3,5,-4,11,3

# Some of these compounds in order of their number in HSF1 inh, descending.
SMILES	HSF1 activator	AI-2 QS mod	aSyn UTR inh	HSP90 inh	Platelet DG rel	HSF1 inh	KLF5 inhibitor
Cc1cccc(NC(=O)Nc2ccc(C#N)cc2)n1	21	20	-12	-4	22	5	-11
COC(=O)c1cc2c(C)cc3ccc(C)cn3c-2c1C(=O)OC	-9	17	19	1	-2	0	-3
Cc1ccc(C(=O)CCC(=O)OCC(=O)Nc2ccc3[nH]c(=O)[nH]c3c2)cc1	7	9	2	.	-3	-1	.

# Bioassay records as filed in PubChem.
